# IDE exosite FP – displaces the probe from the exo-site of human IDE | P14735 | purified IDE, FL-6b probe fluorescence polarization; active compounds read low | z-score at 20 µM | 17,000 compounds, 6.3% hits | AID 1259349;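 active means z-score of -3 or lower, meaning strong loss of probe binding signal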;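 further: His-tagged human IDE residues 42-1019 made in E. coli with 30 nM FL-6b probe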
# Target sequence (P14735 42-1019 limits assumed): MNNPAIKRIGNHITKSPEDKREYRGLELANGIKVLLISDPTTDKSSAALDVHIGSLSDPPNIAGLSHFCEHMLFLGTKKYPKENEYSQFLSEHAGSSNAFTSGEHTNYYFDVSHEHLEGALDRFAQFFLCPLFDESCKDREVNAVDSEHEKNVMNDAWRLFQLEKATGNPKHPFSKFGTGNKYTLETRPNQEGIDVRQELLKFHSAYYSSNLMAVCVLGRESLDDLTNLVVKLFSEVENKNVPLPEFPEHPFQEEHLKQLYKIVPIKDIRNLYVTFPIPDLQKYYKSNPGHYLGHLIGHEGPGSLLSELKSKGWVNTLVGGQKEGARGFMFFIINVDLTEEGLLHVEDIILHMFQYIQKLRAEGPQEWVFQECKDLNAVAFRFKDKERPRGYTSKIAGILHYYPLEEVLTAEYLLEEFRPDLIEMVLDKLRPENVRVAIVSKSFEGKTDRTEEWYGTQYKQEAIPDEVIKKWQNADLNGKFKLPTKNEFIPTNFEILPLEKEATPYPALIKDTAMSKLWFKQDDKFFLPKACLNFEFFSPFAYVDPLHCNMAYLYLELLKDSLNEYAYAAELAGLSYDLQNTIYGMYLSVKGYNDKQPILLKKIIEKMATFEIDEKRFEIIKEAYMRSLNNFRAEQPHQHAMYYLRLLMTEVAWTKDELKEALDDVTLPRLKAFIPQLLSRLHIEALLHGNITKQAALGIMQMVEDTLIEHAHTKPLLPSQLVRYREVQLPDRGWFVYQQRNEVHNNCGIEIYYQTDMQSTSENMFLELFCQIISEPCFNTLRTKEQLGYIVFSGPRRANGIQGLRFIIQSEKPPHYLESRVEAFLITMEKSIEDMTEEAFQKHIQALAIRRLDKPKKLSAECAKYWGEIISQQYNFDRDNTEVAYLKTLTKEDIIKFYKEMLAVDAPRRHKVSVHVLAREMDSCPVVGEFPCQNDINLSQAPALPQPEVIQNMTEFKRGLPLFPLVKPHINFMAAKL
# Active calls of the source: *; & = joins results of further samples.
smiles | IDE exosite FP
Cc1cccc(-c2ccc([C@@H]3[C@H](CO)N4CCCCN(C(=O)c5ccncc5)C[C@@H]34)cc2)c1 | -11.9*
CCS(=O)(=O)Nc1ccc2c(c1)C(=O)N(C)C[C@H](OC)[C@@H](C)CN(C(=O)c1ccc3c(c1)OCO3)[C@@H](C)CO2 | 0.444
CN1C(=O)c2cc(NC(=O)Nc3ccccc3F)ccc2OC[C@@H]2O[C@H](CC(=O)NCCc3ccncc3)CC[C@@H]21 | -0.325
C[C@@H](O)C#Cc1ccc([C@@H]2[C@H](CO)N3CCCCN(C(=O)c4cccc(F)c4)C[C@@H]23)cc1 | 4.59
CCCC(=O)N1CCC2(CC1)CN[C@H](CO)c1[nH]c3cc(OC)ccc3c12 | -1.2
C[C@@H]1CN([C@@H](C)CO)C(=O)c2cc(NS(C)(=O)=O)ccc2O[C@@H](C)CCCCO[C@@H]1CN(C)CC1CCCCC1 | -0.761
O=C(C1CC1)N1CC(=O)N2[C@@H](CO)[C@H](c3ccc(Br)cc3)[C@@H]2C1 | 0.156
COCC#Cc1ccc([C@@H]2[C@@H](C#N)N(C(=O)NC3CCCC3)[C@@H]2CO)cc1 | 0.238
C/C=C/c1ccc([C@H]2[C@@H](CO)N(C(=O)c3cnccn3)C23CN(C(=O)C2CCC2)C3)cc1 | -0.505
CCCNC(=O)N1[C@H](C#N)[C@H](c2ccccc2C2=CCCC2)[C@@H]1CO | 1.71
O=C(NC1CCCC1)[C@H]1[C@H](CO)[C@H]2Cn3c(cccc3=O)[C@@H]1N2C(=O)CC1CC1 | 0.365
CC(C)C#Cc1ccc([C@H]2[C@@H](CO)N3C(=O)CN(C(=O)c4ccccn4)C[C@H]23)cc1 | 0.18
O=C(CN1CCOCC1)N1CCCCN2[C@@H](CO)[C@H](c3ccc(C#Cc4ccccc4)cc3)[C@@H]2C1 | -7.13*
COc1cccc(-c2ccc(C3[C@H]4CNC[C@@H]3N4C(=O)Nc3ccccc3OC)cc2)c1 (some centres not stated) | -3.87*
CCN(C[C@@H]1N[C@H](CO)[C@H]1c1ccccc1)C(=O)c1ccncc1 | 0.311
COc1ccc(NC(=O)N2CC(=O)N3[C@H](CO)[C@@H](c4ccc(Br)cc4)[C@H]3C2)cc1 | -0.33
O=C(NC[C@H]1N[C@H](CO)[C@@H]1c1ccc(-c2cncnc2)cc1)C1CCCCC1 | -0.599
CO[C@@H](C(=O)N(C)C[C@@H]1OCc2ccccc2-c2ccccc2C(=O)N([C@@H](C)CO)C[C@H]1C)c1ccccc1 | -0.361
COc1ccccc1CN1C[C@@H]2N[C@H](C1)[C@@H]2c1ccc(-c2cccnc2)cc1 | -2.29
O=C(CCN1CCCCC1)N[C@H]1CC[C@@H](CCn2cc(-c3cccc(F)c3)nn2)O[C@@H]1CO | -1.93
O=C(Nc1cccc(F)c1)N1CC(=O)N2[C@H](CO)[C@@H](c3ccc(C#Cc4cccnc4)cc3)[C@@H]2C1 | 3.42
CC(C)CC#Cc1ccc([C@H]2[C@H](CO)N3C(=O)CN(C(=O)c4cnccn4)C[C@@H]23)cc1 | 0.23
C[C@@H]1CN([C@H](C)CO)C(=O)CCCn2nncc2CO[C@@H]1CN(C)C(=O)Nc1ccc(-c2cccs2)cc1 | 0.0202
CN(C)C(=O)c1ccc(-c2ccc([C@H]3[C@H](CO)N4C(=O)CN(C(=O)C5CCC5)C[C@@H]34)cc2)cc1 | 2.64
CC(=O)N1CCCCN2[C@@H](CO)[C@H](c3ccc(-c4ccc(C)cc4)cc3)[C@@H]2C1 | -0.565

# Some of the entries so far, with values ahead of the structure:
IDE exosite FP | structure
-0.565 | CC(=O)N1CCCCN2[C@@H](CO)[C@H](c3ccc(-c4ccc(C)cc4)cc3)[C@@H]2C1
-0.505 | C/C=C/c1ccc([C@H]2[C@@H](CO)N(C(=O)c3cnccn3)C23CN(C(=O)C2CCC2)C3)cc1
0.0202 | C[C@@H]1CN([C@H](C)CO)C(=O)CCCn2nncc2CO[C@@H]1CN(C)C(=O)Nc1ccc(-c2cccs2)cc1

# The list continues:
smiles | IDE exosite FP
O=C(N[C@@H]1C=C[C@@H](CC(=O)N2CCC(Cc3ccccc3)CC2)O[C@@H]1CO)c1cnccn1 | 1.13
COc1cccc(-c2ccc([C@@H]3[C@H](CO)N4C(=O)CN(C(=O)C5CCC5)C[C@@H]34)cc2)c1 | -10.5*
CCCNC(=O)N(C)C[C@H]1Oc2ncc(C#CC3CCCCC3)cc2C(=O)N([C@H](C)CO)C[C@H]1C | 0.119
CN1[C@@H]2c3ccc(-c4cccnc4)c(=O)n3C[C@@H]2[C@@H](CO)[C@@H]1C(=O)N1CCc2ccccc2C1 | -0.668
CCC(=O)N1C[C@H](O)COC[C@@H]2O[C@@H](CC(=O)NCc3ccc(Oc4ccccc4)cc3)CC[C@H]21 | 0.588
CC(C)[C@@H]1CC=CC[C@@H](C)Oc2ccccc2C(=O)N(C)[C@H](Cc2ccccc2)C(=O)N1 (mixture of isomers) | 1.5
COc1cccc(S(=O)(=O)N2CCCCN3[C@H](CO)[C@H](c4ccc(C#CC(C)C)cc4)[C@@H]3C2)c1 | 1.42
COc1ccc(S(=O)(=O)N2CCCCN3[C@H](CO)[C@H](c4ccc(-c5cccnc5)cc4)[C@H]3C2)cc1 | 2.39
N#C[C@H]1[C@@H](c2ccccc2C2=CCCC2)[C@@H](CO)N1C(=O)CN1CCOCC1 | 2.49
CCCC#Cc1ccc([C@@H]2[C@H]3CN(S(=O)(=O)c4ccccc4C)CC(=O)N3[C@H]2CO)cc1 | -1.47
O=S(=O)(c1ccccc1)N1CCCCN2[C@H](C1)[C@H](c1ccc(-c3ccccc3)cc1)[C@@H]2CO | 2.36
CCC(=O)N[C@H]1CC[C@@H](CC(=O)NCc2ccccc2F)O[C@@H]1CO | -0.121
CC(C)CC#Cc1ccc([C@H]2[C@@H](CO)N3C(=O)CN(C(=O)NC(C)C)C[C@H]23)cc1 | 3.02
Cc1noc(C)c1C(=O)N(C)C[C@H]1OCc2ccccc2-c2ccccc2C(=O)N([C@H](C)CO)C[C@@H]1C | 0.316
C[C@H]1CN([C@@H](C)CO)C(=O)c2ccccc2-c2ccccc2CO[C@H]1CN(C)Cc1ccccc1C(F)(F)F | -0.42
O=C(CN1CCOCC1)N1CCCCN2[C@H](CO)[C@H](c3ccc(Br)cc3)[C@H]2C1 | -0.865
C[C@H]1CCCCO[C@H](CN(C)S(=O)(=O)c2ccccc2)[C@@H](C)CN([C@@H](C)CO)C(=O)c2cc(NC(=O)Nc3ccc4c(c3)OCO4)ccc2O1 | 0.219
C/C=C/c1ccc([C@@H]2[C@@H](CO)N(c3nc(CC)cs3)[C@@H]2CNC(C)C)cc1 | 5
Cc1ccc(-c2ccc([C@@H]3[C@@H](CO)N4CCCCN(C)C[C@H]34)cc2)cc1 | 1.23
COCC(=O)N1CC2(C1)[C@@H](c1ccccc1)[C@@H](CO)N2CCC(F)(F)F | 0.758
CC(C)CC#Cc1ccc([C@@H]2[C@H](CO)N3C(=O)CN(S(=O)(=O)c4ccccc4)C[C@@H]23)cc1 | 3.08
CN(C)C(=O)c1ccc(-c2cccc(-c3nc(C(=O)NC4CCCCC4)cc4c3[C@H](CCO)N([S@@](=O)C(C)(C)C)C4)c2)cc1 | 1.63
CCC(=O)N1[C@H](C#N)[C@@H](c2ccccc2-c2cccc(C)c2)[C@@H]1CO | 2.19
OC[C@H]1[C@@H](c2ccc(C#Cc3ccccc3)cc2)[C@H]2CN(CC3CCOCC3)CCCCN21 | -0.743
CO[C@H]1CN(C)C(=O)c2cc(NC(=O)Nc3cccc(Cl)c3)ccc2OC[C@H](C)N(C(=O)Nc2c(C)noc2C)C[C@@H]1C | 1.05
N#C[C@@H]1[C@@H](c2ccc(C#Cc3cccc(F)c3)cc2)[C@H](CO)N1C(=O)C1CC1 | 0.376
CO[C@@H](CN(C)C(=O)C1CCOCC1)[C@@H](C)CN(C(=O)Nc1ccc(C(F)(F)F)cc1)[C@@H](C)CO | 0.735
O=C(c1cnccn1)N1CC(=O)N2[C@H](CO)[C@H](c3ccc(-c4ccc(F)cc4)cc3)[C@@H]2C1 | 3.5
N#C[C@@H]1N[C@@H](CO)[C@H]1c1ccc(C#CC2CCCCC2)cc1 | 1.59
COc1cccc(C#Cc2ccc3c(c2)[C@H]2[C@H](CCN2C(=O)c2ccccc2F)[C@@H](CO)N3)c1 | 1.35
O=C(Nc1ccc(Cl)cc1)N1[C@@H]2CNC[C@H]1C2c1ccc(/C=C/c2ccccc2)cc1 (some centres not stated) | 0.111&0.392
C[C@H](NC(=O)C[C@H]1CC[C@@H]2[C@H](COc3ccc(NC(=O)C4CCOCC4)cc3C(=O)N2C)O1)c1ccccc1 | -0.858
CCCNC[C@H]1[C@@H](c2ccc(C3=CCCCC3)cc2)[C@@H](CO)N1C(=O)C1CCC1 | -1.34
C/C=C/c1ccc([C@@H]2[C@@H](CO)N(Cc3ccccn3)[C@H]2CNC(=O)CC)cc1 | 2.43
CO[C@@H]1CC[C@H]2CCN(C)C(=O)[C@@H](C)N(C)C(=O)c3cccc(C#N)c3OC[C@@H]1O2 | -0.107
COCCN(C[C@H]1[C@H](c2ccccc2)[C@@H](CO)N1C(C)=O)C(=O)c1cccnc1 | -0.97
COCC(=O)Nc1ccc2c(c1)C(=O)N(C)[C@H]1CC[C@H](CC(=O)NC3Cc4ccccc4C3)O[C@H]1CO2 | -0.947
N#Cc1cccc(-c2ccc(C3[C@@H]4CN(C(=O)Cc5ccncc5)C[C@H]3N4)cc2)c1 (some centres not stated) | -0.337&-0.11
CN1C(=O)c2cc(NC(=O)Nc3ccccc3Cl)ccc2OC[C@H]2O[C@@H](CC(=O)NCCCN3CCOCC3)CC[C@@H]21 | -6.1*
CS(=O)(=O)N1CCCCN2[C@H](CO)[C@@H](c3ccc(Br)cc3)[C@@H]2C1 | 2.2
O=C(C[C@@H]1CC[C@H]2[C@@H](COC[C@@H](O)CN2C(=O)c2cc(Cl)cc(Cl)c2)O1)N1CCc2ccccc2C1 | -1.67
CC(C)CC#Cc1ccc([C@H]2[C@@H](CO)N3C(=O)CN(S(=O)(=O)c4cccc(F)c4)C[C@H]23)cc1 | -1.01
N#Cc1ccc(-c2ccc([C@@H]3[C@@H](CO)N4C(=O)CN(C(=O)C5CC5)C[C@@H]34)cc2)cc1 | 1.05
CO[C@@H]1CN(C)C(=O)c2ccc(NC(C)=O)cc2OC[C@H](C)N(C(=O)c2cnccn2)C[C@H]1C | 0.585
COc1ccc2c3c([nH]c2c1)[C@@H](CO)N(Cc1ccccn1)CC31CCN(C(C)=O)CC1 | -3.63*
COc1cccc(-c2ccc([C@H]3[C@H]4CN(C(=O)NC(C)C)CCCCN4[C@H]3CO)cc2)c1 | -10.3*
O=C1CCC(=O)N[C@@H](c2ccc3c(c2)OCO3)C/C=C\CCN1 | -0.444
O=C(c1ccccc1)N1CC(=O)N2[C@H](CO)[C@H](c3ccc(C#CC4CC4)cc3)[C@@H]2C1 | 1.33
O=C(NCc1ccc(F)cc1)[C@@H]1[C@@H](CO)[C@@H]2Cn3c(cccc3=O)[C@@H]2N1C(=O)c1cccnc1 | 0.393
CCC(=O)N1Cc2cc(C(=O)NCCOC)nc(-c3cccc(-c4ccc(C#N)cc4)c3)c2[C@@H]1CCO | 0.455

# Further results follow.
smiles | IDE exosite FP
C[C@H](NC(=O)C[C@H]1CC[C@@H]2[C@H](COC[C@H](O)CN2C(=O)Nc2cccc(Cl)c2)O1)c1ccccc1 | 0.832
CCC(=O)N1C[C@@H](O)COC[C@H]2O[C@@H](CC(=O)NCc3ccc(Oc4ccccc4)cc3)CC[C@@H]21 | -1.34
O=C(c1ccc(F)cc1)N1CC(=O)N2[C@H](CO)[C@H](c3ccc(/C=C/c4ccccc4)cc3)[C@@H]2C1 | 1.23
C[C@@H]1CN([C@H](C)CO)C(=O)Cc2cc(NC(=O)Nc3ccc(F)cc3)ccc2O[C@@H]1CN(C)S(C)(=O)=O | 0.804
O=S(=O)(c1ccc(F)cc1)N1CCCCN2[C@H](CO)[C@H](c3ccc(C#CC4CC4)cc3)[C@H]2C1 | 1.04
CO[C@@H]1CN(C)C(=O)c2cc(NC(=O)C3CCOCC3)ccc2OC[C@@H](C)N(C(=O)Nc2ccc(C(F)(F)F)cc2)C[C@H]1C | -0.827
N#C[C@@H]1[C@H](c2ccc(-c3cncnc3)cc2)[C@H](CO)N1C(=O)C1CCC1 | 2.85
CCS(=O)(=O)Nc1ccc2c(c1)C(=O)N(C)[C@@H]1CC[C@H](CC(=O)NCc3ccc(OC)cc3)O[C@@H]1CO2 | -0.325
CO[C@H]1CN(C)C(=O)c2cccc(C#N)c2OCC[C@@H]2CC[C@@H](OC)[C@@H](CN(C)C(=O)[C@@H]1C)O2 | 0.104
COc1cccc(-c2ccc([C@@H]3[C@H](CO)N4CCCCN(S(=O)(=O)c5cn(C)cn5)C[C@@H]34)cc2)c1 | -10.7*
CN(C)C(=O)c1cccc(-c2ccc([C@H]3[C@H]4CN(C(=O)C5CC5)CC(=O)N4[C@H]3CO)cc2)c1 | 2.35
O=C(C1CCOCC1)N1CC(=O)N2[C@H](C1)[C@@H](c1ccc(C#CCc3ccccc3)cc1)[C@@H]2CO | -0.153
COCC(=O)N1[C@H](CO)[C@H]2c3ccccc3N(C)C[C@H]21 | 2.2
O=C(C1CCCCC1)N1CC(=O)N2[C@H](C1)[C@H](c1ccc(-c3cccnc3)cc1)[C@@H]2CO | -0.00311

# Taken from above.
# Under IDE exosite FP, CCS(=O)(=O)Nc1ccc2c(c1)C(=O)N(C)[C@@H]1CC[C@H](CC(=O)NCc3ccc(OC)cc3)O[C@@H]1CO2 reads -0.325
# Under IDE exosite FP, O=C(C1CCCCC1)N1CC(=O)N2[C@H](C1)[C@H](c1ccc(-c3cccnc3)cc1)[C@@H]2CO reads -0.00311
# Under IDE exosite FP, CCC(=O)N1C[C@@H](O)COC[C@H]2O[C@@H](CC(=O)NCc3ccc(Oc4ccccc4)cc3)CC[C@@H]21 reads -1.34
# Under IDE exosite FP, C[C@@H]1CN([C@H](C)CO)C(=O)Cc2cc(NC(=O)Nc3ccc(F)cc3)ccc2O[C@@H]1CN(C)S(C)(=O)=O reads 0.804
# Under IDE exosite FP, CO[C@H]1CN(C)C(=O)c2cccc(C#N)c2OCC[C@@H]2CC[C@@H](OC)[C@@H](CN(C)C(=O)[C@@H]1C)O2 reads 0.104
# Under IDE exosite FP, COCC(=O)N1[C@H](CO)[C@H]2c3ccccc3N(C)C[C@H]21 reads 2.2

# Assay outcomes from PubChem.

# The list is partial; count on the stated rates, not on these rows.
